Screens as filed in PubChem.
HDAC3 inh = HDAC3 deacetylase inhibitors, primary screen, biochemical, fluorescence, cell-free homogeneous. actives 0.15% (n = 320,000). recombinant HDAC3, fluorogenic peptide/trypsin coupled. inhibition, % at 8.3 µM; in the data active = inhibition above about 26%, passing the limit was not always enough
Target sequence (O15379 whole entry, looked up): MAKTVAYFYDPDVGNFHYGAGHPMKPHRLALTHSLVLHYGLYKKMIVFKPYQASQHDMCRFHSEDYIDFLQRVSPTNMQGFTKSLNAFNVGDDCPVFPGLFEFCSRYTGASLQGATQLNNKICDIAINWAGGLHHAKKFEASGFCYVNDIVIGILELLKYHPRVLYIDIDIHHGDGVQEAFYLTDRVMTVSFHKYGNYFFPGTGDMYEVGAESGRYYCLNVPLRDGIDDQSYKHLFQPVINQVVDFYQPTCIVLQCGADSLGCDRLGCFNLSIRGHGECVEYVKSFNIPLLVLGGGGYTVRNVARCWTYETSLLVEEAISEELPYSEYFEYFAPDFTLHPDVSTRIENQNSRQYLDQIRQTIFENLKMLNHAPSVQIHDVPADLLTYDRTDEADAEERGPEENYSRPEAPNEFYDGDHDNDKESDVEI
hERG protect = hERG rescue from dofetilide block, primary screen, cell-based, CHO-hERG, FluxOR thallium flux, dofetilide IC70. AID 1511, 2009. actives 0.51% (n = 310,000). dofetilide IC70 present. Voltage-gated inwardly rectifying potassium channel KCNH2 (Homo sapiens), Q12809. activation (rescue from dofetilide block), less the hit threshold, % at 10 µM;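 active = activation above the mean of controls blocked by dofetilide plus 5 SD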;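 note: thallium influx through hERG after potassium depolarization seen as dye fluorescence rise; in these data hits start at about 4.7%; inactives centre near -7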
RGS4 block = RGS4 inhibitors, primary screen, cell-based, HEK293 M3R inducible RGS4, calcium flux; Regulator of G-protein signaling 4 (Homo sapiens), P49798; Fluo-4 calcium flux; active compounds read high; triggered by carbachol at its EC20; B-score at 10 µM; actives 0.45% (n = 310,000);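 active = B-score, a plate-corrected calcium signal, over three deviations above library mean, with baseline fluorescence within five deviations of library mean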;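 note: RGS4 expression induced by doxycycline in cells with stable M3 receptor; B-score is computed from the integrated fluorescence ratio over baseline after carbachol; higher B-score means a larger calcium signal and so more RGS4 inhibition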
Target sequence (P49798 whole entry, looked up): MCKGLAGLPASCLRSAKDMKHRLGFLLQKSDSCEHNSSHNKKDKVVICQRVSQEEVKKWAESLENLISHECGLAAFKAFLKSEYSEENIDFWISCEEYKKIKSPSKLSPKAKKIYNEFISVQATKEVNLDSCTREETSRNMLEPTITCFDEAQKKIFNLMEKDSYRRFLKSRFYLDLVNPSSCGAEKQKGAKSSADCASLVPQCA
TMEM16A inh = TMEM16A chloride channel inhibitors, primary screen, cell-based, HTS; Anoctamin-1 (Mus musculus), Q8BHY3; HEK293 TMEM16A/YFP iodide influx fluorescence, ionomycin; normalized B-score (activity score, 25-100; higher = stronger inhibition) at 10 µM; actives 1.2% (n = 310,000); AID 588511, 2011;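 active = ratio plate-corrected score three or more library SD toward inhibition, starting fluorescence score within five deviations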;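 note: score derived from kinetic fluorescence span divided by baseline fluorescence per well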
KCNK9 inh = KCNK9 potassium channel inhibitors, primary screen, HEK293 cells, thallium flux; FluxOR thallium flux fluorescence; active compounds read low; B-score at 10 µM; actives 1.2% (n = 310,000); AID 488922, 2010;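 active = ratio B-score over 3 SD below the library mean, with starting fluorescence within 5 SD of its mean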;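 note: negative B-score means less thallium flux so channel inhibition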
Target sequence (Q9NPC2 whole entry, looked up): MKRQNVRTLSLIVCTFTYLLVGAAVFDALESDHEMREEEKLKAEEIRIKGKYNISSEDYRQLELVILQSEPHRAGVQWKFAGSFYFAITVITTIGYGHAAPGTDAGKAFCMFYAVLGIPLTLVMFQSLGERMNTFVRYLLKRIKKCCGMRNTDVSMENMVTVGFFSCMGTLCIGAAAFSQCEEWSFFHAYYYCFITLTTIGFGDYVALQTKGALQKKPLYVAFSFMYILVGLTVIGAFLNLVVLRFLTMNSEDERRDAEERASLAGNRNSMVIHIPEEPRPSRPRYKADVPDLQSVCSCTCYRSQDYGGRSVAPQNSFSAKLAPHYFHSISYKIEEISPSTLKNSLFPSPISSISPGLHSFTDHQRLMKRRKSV
KCNQ1 inh = inhibitors of human KCNQ1 channel, primary screen, cell-based, thallium flux, high-throughput; Potassium voltage-gated channel subfamily KQT member 1 (Homo sapiens), P51787; CHO-K1 KCNQ1, FluxOR thallium flux fluorescence; active compounds read high; B-score at 10 µM; actives 1.3% (n = 310,000); AID 2642, 2010;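 active = compounds whose thallium flux B-score, printed positive for inhibition, exceeds three library SD while starting fluorescence stays within three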;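 note: channel opened by potassium depolarization with thallium stimulus after 20 min compound exposure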
TMEM16A act = TMEM16A chloride channel activators or potentiators, primary screen, cell-based, HTS | Anoctamin-1 (Mus musculus), Q8BHY3 | HEK293 TMEM16A/YFP-H148Q/I152L, iodide quench fluorescence; active compounds read low | B-score at 10 µM | actives 0.3% (n = 340,000) | AID 623877, 2012;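 active = fluorescence-ratio B-score plate-corrected deviation score at least 3 library SD below zero, with starting fluorescence score within 5 deviations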;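 note: channel opened by trigger with iodide after compound preincubation; score built on the fluorescence ratio of max minus min over baseline; more negative score means more quench and so TMEM16A activation or potentiation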
SKKanGAS inh = S. pyogenes SKKanGAS growth inhibitors in kanamycin, primary screen, streptokinase expression inhibitor project, SKKanGAS strain, BacTiter-Glo luminescence; 6 h; inhibition, % at 7.5 µM; actives 1.3% (n = 300,000);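 active = mean replicate score, as percent of positive control median, at least 50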;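 note: strain carries kanamycin resistance gene driven by streptokinase promoter and grows in 40 µg/ml kanamycin; loss of luminescence reflects streptokinase promoter inhibition or plain growth inhibition; 0% = median of DMSO wells and 100% = positive control at its reference dose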
KCNK3 inh = human KCNK3 channel inhibitors, primary screen, CHO cells, FluxOR thallium flux, B-score; B-score at 10 µM; FluxOR fluorescence; active compounds read low; Potassium channel subfamily K member 3 (Homo sapiens), O14649; actives 0.84% (n = 340,000);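 active = B-score under library mean minus 4 SD, starting fluorescence ratio at most library mean plus 5 SD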;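 note: more negative B-score means stronger inhibition of thallium flux through KCNK3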
KCNQ1 act = potentiators or activators of KCNQ1 channel, primary screen, cell-based, thallium flux, high-throughput; CHO-K1 KCNQ1, thallium flux FluxOR fluorescence; active compounds read high; B-score at 10 µM; Potassium voltage-gated channel subfamily KQT member 1 (Homo sapiens), P51787; AID 2648, 2010; actives 0.35% (n = 310,000);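 active = fluorescence ratio B-score, a plate-corrected score, at least three library SD, with initial intensity B-score within 5 SD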
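System: CHO-K1 cells stably expressing KCNQ1 / Medium: assay buffer for compound exposure, DMSO matched across wells / Reagent: thallium- and potassium-containing depolarizing buffer / Compound: one concentration, matched DMSO / Incubation: 20 min compound pretreatment at room temperature / Measured by: kinetic FluxOR fluorescence, 10 s baseline plus 110 s post-stimulus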
RGS4 pot = RGS4 potentiators or activators, primary screen, cell-based, HEK293 M3R inducible RGS4, calcium flux. carbachol calcium flux Fluo4; active compounds read low. B-score at 10 µM. actives 0.92% (n = 310,000). AID 463111, 2010;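 active = B-score of the integrated calcium signal more than 4 SD below the library mean, with starting fluorescence not abnormally high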;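 note: negative B-score means reduced calcium response which marks RGS4 activation or potentiation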
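Material: M3R-expressing HEK293 line, RGS4 induced by doxycycline | Schedule: Overnight RGS4 induction, 30 min dye load 37 °C, 20 min compound RT | Measured by: Fluo4 fluorescence kinetic imaging of calcium | Read-out: Integrated calcium ratio converted to B score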
An asterisk follows results filed as active; i = inactive; / = not tested or not shown.

SMILES	HDAC3 inh	hERG protect	RGS4 block	TMEM16A inh	KCNK9 inh	KCNQ1 inh	TMEM16A act	SKKanGAS inh	KCNK3 inh	KCNQ1 act	RGS4 pot
Cc1nn(-c2ccccc2)c(C)c1NC(=O)COC(=O)CCc1ccccc1	-7	-7	i	i	i	i	i	-2	i	i	i
CCc1ccccc1NC(=O)C1(S(=O)(=O)c2ccc(C)cc2)CC1	1	-12	i	i	i	i	i	5	i	i	i
O=S1(=O)CCOC[C@H](c2ccccc2)N1Cc1ccccc1F	-11	-5	i	i	i	i	i	2	i	i	i
Cc1ccc(NC(=O)c2ccc(Cl)c(N3C(=O)CCC3=O)c2)cc1	2	-7	i	i	i	i	i	-2	i	i	i
COc1ccccc1Oc1c(C)oc2c(CN3CCN(CCO)CC3)c(O)ccc2c1=O	-68	-5	i	i	i	i	/	1	/	i	i
O=S(=O)(NC1CCCCC1N1CCOCC1)c1ccc(Cl)cc1 (configuration not stated)	-1	-5	i	i	i	i	i	-16	i	i	i
CC(=O)c1cc(-c2ccccc2)n(CCC(=O)NC2CCCCCC2)c1C	5	-9	i	i	i	i	i	-1	i	i	i
COc1ccc(COC(=O)C2=C(C)NC(=O)NC2c2ccc(O)cc2)cc1 (configuration not stated)	-5	-5	i	i	i	i	i	-16	i	i	i
COc1cc(O)c2c(=O)c(-c3ccc(O[C@@H]4O[C@H](CO)[C@@H](O)[C@H](O)[C@H]4O)cc3)coc2c1	6	-1	i	i	i	i	i	2	i	i	i
Clc1ccc(Nc2ccc(Cl)nn2)cc1	-10	5.9*	i	i	i	i	i	0	i	i	i
Cc1nc([N+](=O)[O-])nn1C12CC3CC(CC(Cl)(C3)C1)C2	0	-8	i	i	i	i	i	3	i	i	i
O=C(c1ccc2ccccc2c1)N1CCc2ccccc21	-2	-6	i	i	i	i	i	7	i	i	i
CCc1ccc(OCC(=O)Nc2ccncc2)c(Br)c1	2	-8	i	i	i	i	i	-10	i	i	i
O=C(Nn1cnnc1)c1ccncc1	9	-7	i	i	i	i	i	-2	i	i	i
O=C(Nc1ccc2c(c1)CCC2)c1cnccn1	6	-7	i	i	i	i	i	2	i	i	i
Cc1ccc(C)c(N2CCN(C(=O)CCNS(=O)(=O)c3ccc4c(c3)oc(=O)n4C)CC2)c1	0	-12	i	i	i	i	i	2	i	i	i
O=C(NNc1cc(Cl)cc(Cl)c1)c1cccs1	1	-12	i	i	i	i	i	2	i	i	i
COc1ccc(C2/C=C\CN(CC(C)(C)C)CC(=O)N2Cc2ccc(F)cc2)cc1 (configuration not stated)	2	-11	i	i	i	i	i	1	i	i	i
O=C(N1CCOCC1)N1CCC(NC(=O)C23CC4CC(CC(C4)C2)C3)CC1	1	4	i	i	i	i	i	3	i	i	i
CCC(NC(=O)OCc1ccccc1)C(=O)Oc1ccc2ccc(=O)oc2c1 (configuration not stated)	-204	-2	i	i	i	i	i	-11	i	i	i
CCC(C)(C)n1nnnc1C(c1ccccc1F)N1CCC(C(N)=O)CC1 (configuration not stated)	0	-3	i	i	i	i	i	-5	i	i	i
COC(=O)Nc1ccc(OC)c(OC)c1	5	-1	i	i	i	i	i	-2	i	i	i
Cc1nc([N+](=O)[O-])c(C(=O)OCc2ccccc2F)n1C	14	-6	i	i	i	i	i	-2	i	i	i
CC1CCN(C(=O)C2CCN(S(=O)(=O)N3CCC4(CC3)OCCO4)CC2)CC1	-1	-5	i	i	i	i	i	0	i	i	i
Fc1ccc(Nc2nc(NCc3ccco3)c3ccccc3n2)cc1	-2	-28	i	i	i	i	i	11	i	i	i
CCOC(=O)C1CCN(Cc2cc(C(C)(C)C)c(O)c(C(C)(C)C)c2)CC1	2	-11	i	i	i	i	i	-2	i	i	i
Cc1ccccc1-n1c(-c2ccncc2)n[nH]c1=S	0	0	i	i	i	i	i	3	i	i	i
COC(=O)c1cc(=O)n(Cc2ccco2)c(=Nc2ccc(F)c(Cl)c2)s1	-10	-6	i	i	i	7*	i	2	i	i	i
CCN(c1ccccc1)S(=O)(=O)c1ccc(Oc2ccc([N+](=O)[O-])cc2)nc1	-1	-18	i	i	i	i	i	1	i	i	i
Nc1cc(=O)[nH]c(SCC(=O)NCC2CCCO2)n1 (configuration not stated)	-3	-6	i	i	i	i	i	-3	i	i	i

Record cards, as listed above:
Results for COc1ccc(COC(=O)C2=C(C)NC(=O)NC2c2ccc(O)cc2)cc1 (configuration not stated) → HDAC3 inh = -5; hERG protect = -5; RGS4 block = i; TMEM16A inh = i; KCNK9 inh = i; KCNQ1 inh = i; TMEM16A act = i; SKKanGAS inh = -16; KCNK3 inh = i; KCNQ1 act = i; RGS4 pot = i
Results for O=C(c1ccc2ccccc2c1)N1CCc2ccccc21 → HDAC3 inh = -2; hERG protect = -6; RGS4 block = i; TMEM16A inh = i; KCNK9 inh = i; KCNQ1 inh = i; TMEM16A act = i; SKKanGAS inh = 7; KCNK3 inh = i; KCNQ1 act = i; RGS4 pot = i

(further entries)
SMILES	HDAC3 inh	hERG protect	RGS4 block	TMEM16A inh	KCNK9 inh	KCNQ1 inh	TMEM16A act	SKKanGAS inh	KCNK3 inh	KCNQ1 act	RGS4 pot
Cc1ccc2sc(C)[n+](CCCS(=O)(=O)[O-])c2c1	-4	-5	i	i	i	i	i	-15	i	i	i
Cc1c(NC(=S)NCc2ccc(F)cc2)cccc1[N+](=O)[O-]	7	-8	i	i	i	i	i	3	i	i	i
CC(=O)Nc1ccc(S(=O)(=O)N2CCN(c3nc(C)cc(C)n3)CC2)cc1	6	-3	i	i	i	i	i	-8	i	i	i
COc1ccc(CC2(CO)COc3ccccc3C2=O)cc1 (configuration not stated)	6	-13	i	i	i	i	i	-14	i	i	i
CCN1CCN(CCCNC(=O)CCC(=O)N2CCOc3ccc(Cl)cc32)CC1	/	-7	i	i	i	i	i	-6	i	i	i
C=CCn1c(SCCC#N)nnc1-c1ccncc1	1	-11	i	i	i	i	i	2	i	i	i
c1ccc(N2CCN(c3cnccn3)CC2)nc1	6	-4	i	i	i	i	i	-6	i	i	-8.4*
Nc1nonc1-n1nnc(C(=O)N/N=C/c2cccc(Cl)c2)c1CN1CCCC1	-1	-5	i	i	i	i	i	0	i	i	i
Cc1ccc2[nH]c(-c3ccccc3)c(CN3CCN(C)CC3)c(=O)c2c1	0	0	i	i	i	i	i	-3	i	i	i
COc1ccc(C2SCC(=O)N2c2c(C)n(C)n(-c3ccccc3)c2=O)c(OC)c1 (configuration not stated)	-8	-8	i	i	i	i	i	2	i	i	i
COc1ccc(-n2c(=O)[nH]c3cc(C(=O)NCCc4ccccc4)ccc3c2=O)cc1OC	/	-2	i	i	i	i	i	2	i	i	i
CC(C)CNC(=O)c1cccc(C(=O)NCC(C)C)c1	-4	0	i	i	i	i	i	-3	i	i	i
Cc1n[nH]c(C)c1CCC(=O)N/N=C/C=C/c1ccccc1	8	-5	i	i	i	i	i	-3	i	i	i
C/C(=N\Nc1ccc(C(F)(F)F)cn1)c1ccncc1	-1	-10	i	i	i	i	i	-1	i	i	i
CC(C)NC(=O)c1ccccc1-c1ccccc1	3	-6	i	i	i	i	i	2	i	i	i
CCC(C)NC(=O)COC(=O)c1cc([N+](=O)[O-])ccc1Sc1nc(C)cs1 (configuration not stated)	-2	-5	i	i	i	i	i	-1	i	i	i
Cc1ccc([N+](=O)[O-])cc1NC(=O)C(C)NS(=O)(=O)c1ccc(F)cc1 (configuration not stated)	9	-4	i	i	i	i	i	1	i	i	i
Nc1c(C(=O)N2CCOCC2)sc2nc3c(cc12)CCC3	-3	-10	i	i	i	i	i	-12	i	i	i
Cc1noc(C)c1S(=O)(=O)N1CCC(C(=O)NCCCN2CC(C)CC(C)C2)CC1 (configuration not stated)	0	-3	i	i	i	i	i	-15	i	i	i
Cc1cccc(/C(N)=N/OC(=O)c2ccco2)c1	-1	-5	i	i	i	i	i	-5	i	i	i
Cc1cccc(C(=O)N2CCCC(Nc3ccc(C(C)C)cc3)C2)n1 (configuration not stated)	/	-10	i	i	i	i	i	-8	i	i	i
CN1CCN(C(=O)c2cc(COc3c(F)cccc3F)on2)CC1c1ccccc1 (configuration not stated)	4	-8	i	i	i	i	i	4	i	i	i
S=C(NCc1ccccn1)Nc1ccc(Cl)cc1	-1	-4	i	i	i	i	i	5	i	i	i
O=C(CSc1ncnc2nc[nH]c12)c1ccc2ccccc2c1	-3	-12	i	i	i	i	i	2	i	i	i
NNC(=S)NC1CCS(=O)(=O)C1 (configuration not stated)	/	-4	i	i	i	i	i	2	i	i	i
COc1ccc2c(c1)CC[C@@H]1[C@@H]2CC[C@]2(C)[C@@H](C(C)=O)C[C@@H]12	6	-11	i	i	i	i	i	25	i	i	i
CCC1Oc2ccccc2N(CC(=O)Nc2ccc(OC)cc2OC)C1=O (configuration not stated)	-2	-7	i	i	i	i	i	-3	i	i	i
COc1ccc(-c2csc(NC(=O)c3ccc(S(C)(=O)=O)cc3)n2)cc1	0	-14	i	i	i	i	i	-1	i	i	i
Cc1ccc(S(=O)(=O)N2CCN(c3ccccc3)CC2)cc1C(=O)NC1CCCCC1	4	-8	i	i	i	i	i	2	i	i	i
COc1ccccc1CCNC(=O)CSc1nnc2ccc(-c3ccncc3)nn12	-7	-9	i	i	i	i	i	-7	i	i	i
CCn1nc(C(=O)OCC(=O)Nc2nc(-c3ccc(OC)cc3)cs2)c2ccccc2c1=O	3	-6	i	i	i	i	i	25	i	i	i
Cc1ccccc1-c1noc(CNC(=O)COc2ccccc2)n1	-8	-6	i	i	i	i	i	-6	i	i	i
